HCMV antiviral = human cytomegalovirus inhibition; HFF cells, HCMV-luciferase reporter, 72 h; hits give low values; activity change, negative = inhibition, % at 57.5 µM; 410,000 compounds, 4.5% hits; in the data active = activity change below about -60%; inconclusive = no clear call, values can overlap the other calls; inactive = above about -39%; also: % is scaled to controls: 0 for no effect and ±100 for the full control effect
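Compounds were evaluated in HFFs infected with an HCMV luciferase reporter virus (MOI 1 PFU/cell). Luciferase in lysates collected 72 h post infection served as the replication measure.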
AmpC no deterg = inhibitors of E. coli AmpC beta-lactamase without detergent; P00811; AmpC nitrocefin hydrolysis, absorbance 480 nm, 0.0001% Triton; Potency, µM (doses to about 57.1 µM), without a hit: at the top dose activity change, negative = inhibition, usual class: inhibitors; 330,000 compounds, 0.52% hits;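 also: potency is read from the fitted curve at half-maximal effect; plate controls were no compound for no effect and no enzyme for full effect; nearly all actives have a fitted effect of over 20% in size; some results filed as inactive show a strong effect at the top dose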
Target sequence (P00811 whole entry, looked up): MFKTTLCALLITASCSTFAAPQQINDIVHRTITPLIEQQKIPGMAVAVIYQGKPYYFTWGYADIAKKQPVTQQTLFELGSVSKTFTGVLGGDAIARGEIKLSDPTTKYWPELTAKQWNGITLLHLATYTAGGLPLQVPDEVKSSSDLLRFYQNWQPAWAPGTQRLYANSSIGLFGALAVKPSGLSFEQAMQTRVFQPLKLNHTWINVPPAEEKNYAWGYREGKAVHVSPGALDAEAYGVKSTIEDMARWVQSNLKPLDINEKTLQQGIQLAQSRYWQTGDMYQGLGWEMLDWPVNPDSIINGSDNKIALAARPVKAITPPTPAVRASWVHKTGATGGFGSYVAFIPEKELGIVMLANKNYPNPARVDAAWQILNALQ
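AmpC (5.3 nM in the dispensed reagent) in 20 mM phosphate pH 7.0 with 0.01% (detergent screen) or 0.0001% Triton X-100 was preincubated with compounds for 15 min at room temperature. Nitrocefin was then added from an 800 uM solution, and hydrolysis was followed at 480 nm.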
AmpC inh detg = blocks E. coli AmpC beta-lactamase in detergent assay; P00811; AmpC hydrolysis of nitrocefin, absorbance 480 nm, 0.01% Triton; Potency, µM (series often up to 114 µM), for the others: at the highest dose activity change, negative = inhibition, most hits filed as inhibitors; 370,000 compounds, 0.041% hits; AID 485294;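 also: potency is read from the fitted curve at half-maximal effect; 0% = no-compound wells and -100% = no-enzyme wells; nearly all actives have a fitted effect of over 25% in size; some results filed as inactive show a strong effect at the top dose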
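AmpC (5.3 nM in the dispensed reagent) in 20 mM phosphate pH 7.0 with 0.01% (detergent screen) or 0.0001% Triton X-100 was preincubated with compounds for 15 min at room temperature. Nitrocefin was then added from an 800 uM solution, and hydrolysis was followed at 480 nm.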
Giardia FBPA inh = inhibitors of Giardia lamblia fructose-1,6-bisphosphate aldolase; A8B2U2; purified Giardia FBPA; Potency, µM (series often up to 59.6 µM), for the others: at the top dose activity, negative = inhibition, usual class: inhibitors; 290,000 compounds, 0.71% hits; also: potency is read from the fitted curve at half-maximal effect; % is scaled to controls: 0 for no effect and ±100 for the full control effect; nearly all actives have a fitted effect of over 55% in size
Target sequence (A8B2U2 whole entry, looked up): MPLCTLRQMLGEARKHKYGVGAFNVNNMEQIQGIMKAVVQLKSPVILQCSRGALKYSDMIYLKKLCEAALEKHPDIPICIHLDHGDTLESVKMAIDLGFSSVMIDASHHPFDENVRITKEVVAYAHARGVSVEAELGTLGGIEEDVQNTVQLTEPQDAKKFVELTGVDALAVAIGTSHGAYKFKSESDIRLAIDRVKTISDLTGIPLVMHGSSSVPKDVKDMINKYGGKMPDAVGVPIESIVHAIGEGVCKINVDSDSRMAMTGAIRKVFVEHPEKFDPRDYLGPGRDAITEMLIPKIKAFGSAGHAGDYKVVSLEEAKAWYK
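Giardia FBPA (40 nM reagent) was preincubated 10 min at RT with compound (up to 57.5 uM final), then substrate plus GAPDH/TPI/NAD/arsenate coupling system with diaphorase/resazurin was added; resorufin fluorescence (525/598 nm) was read after 20 min.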
Cycloheximide cs = affects cycloheximide protein synthesis inhibition readout, counter-screen; cell reporter, cycloheximide protein synthesis inhibition counterscreen; max response, %; 300,000 compounds, 12% hits; AID 2314; in the data active = max response mostly above about 13%, no sharp cut-off; inactive = mostly below about 14%; also: read at 38.3 µM for the half of the compounds with a filed dose; 0% is about no effect
Shiga inhibitor = blocks Shiga toxin action in Vero cells; 290,000 compounds, 9.2% hits; Vero cells, Shiga toxin protein synthesis inhibition reporter; AID 2315; inhibition, % at 38.7 µM; in the data active = inhibition mostly above about 28%, no sharp cut-off; inactive = mostly below about 43%; also: 0% is about no effect
AMA1 RON2 block = inhibitors of Plasmodium falciparum AMA1-RON2 interaction; 360,000 compounds, 0.2% hits; Potency, µM (titrated, usually from 58.2 µM), for the others: at the highest dose activity change, negative = inhibition, most hits filed as inhibitors; AlphaScreen AMA1-biotinylated RON2 peptide binding; AID 720542;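 also: potency is read from the fitted curve at half-maximal effect; 0% = vehicle wells and -100% = peptide control; nearly all actives have a fitted effect of over 45% in size; some results filed as inactive show a strong effect at the top dose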
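AMA1 (3D7) with his tag at 25 nM final met compounds first, then biotinylated RON2 peptide at 25 nM; detection used donor plus acceptor beads, 10 µg/mL apiece, read by AlphaScreen after 30 min at room temperature.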
* = called active by the depositor; ? = inconclusive; . = no result given; & = joins results of further samples; [ ] = remark or other dose. Unless noted, calls follow the shape of the dose curve; as a rule, active = well fitted curve in the direction sought with a large enough effect; inconclusive = small, poorly fitted or top-dose-only effect, or another doubt; inactive = no such curve, though single readings can be large; an effect the other way counts as inactive or inconclusive.

SMILES	HCMV antiviral	AmpC no deterg	AmpC inh detg	Giardia FBPA inh	Cycloheximide cs	Shiga inhibitor	AMA1 RON2 block
Brc1ccc2[nH]c3c(c2c1)CCC3	-70*	-56%	10%	-7%	-1	5	?
Cc1nn(C)c(C)c1S(=O)(=O)N(CC(=O)NCCCN1CC(C)CC(C)C1)c1ccc(C(C)C)cc1 (stereo not drawn)	-26	42%	-11%	11%	8	14	14%
CC(OC(=O)Cc1ccc(Cl)cc1)C(=O)NC1CCCCC1C (stereo not drawn)	-5	36%	-23%	.	.	.	-3%
COC(=O)c1ccccc1NC(=O)c1c(O)c2cccc3c2n(c1=O)CCC3	.	-1%	3%	8%	-7	-11	.
Cc1ccc(N2C(=O)[C@@H]3[C@H](C2=O)C2c4ccccc4C=CN2[C@@H]3C(=O)c2ccco2)cc1 (stereo partly drawn)	69	-10%	-2%	?	20	29*	0%
COc1ccc(NC(=S)Nc2ccc3nccnc3c2)cc1	-7	-18%	-6%	?	31*	54*	-7%
COc1ccc(CC(=O)Nc2cccc3ccccc23)cc1OC	-85*	-17%	6%	1%	-2	-15	-9%
NC(=O)C1CCN(CC(=O)Nc2cccc(C(=O)Nc3cccc(C(F)(F)F)c3)c2)CC1	-33	20%	-7%	2%	-2	-10	-10%
COc1ccc(C(=O)COc2nc(C)cc(C)c2C#N)cc1	-64*	-21%	?	2%	-4	-3	-29%
O=S(=O)(/C=C/c1ccccc1)n1cnc2ccccc21	-4	-8%	?	-2%	-7	-3	-1%
COc1ccc(N2CCN(c3ncnc4scc(-c5ccc(C)cc5)c34)CC2)cc1	-64*	17%	-9%	1%	-2	-3	11%
O=C1N(CCCCN2C(=O)C3(OCCO3)c3ccccc32)c2ccccc2C12OCCO2	-5	136%[activator]	?	-7%	-3	-3	-4%
O=C(O)CCN1C(=O)C2C3c4ccccc4C(c4ccccc43)C2C1=O (stereo not drawn)	16	-5%	0%	10%	-3	-15	-5%
O=C(O)c1cc(NS(=O)(=O)c2ccc(N3CCCCC3)c([N+](=O)[O-])c2)cc(C(=O)O)c1	-19	-22%	-7%	?	-2	2	-11%[2.32 µM]
CCCc1[nH]n(-c2nc3ccccc3s2)c(=O)c1C=NCCCOC	-25	42%	-2%	8%	22	37	-10%
COc1cc(NC(=O)c2ccc3c(SCC(=O)O)c4c(nc3c2)CCC4)cc(OC)c1OC	-14	-16%	-10%	.	-7	-8	8%
COc1ccc(N2CCN(C(=O)c3cn(C)c(=O)c4c3c3ccccc3n4C)CC2)cc1	183	153%[activator]	-5%	-19%	-2	14	-28%
C=CCNS(=O)(=O)c1cc(S(=O)(=O)NCC=C)c(OC)cc1OC	4	-16%	-17%	6%	1	-5	9%
Cc1cc(C)c(C)c(S(=O)(=O)N2CCC(C(=O)NCc3ccco3)CC2)c1C	6	6%	-3%	.	.	.	-7%
O=C(N=NC(=O)c1ccc2c(O)n(C3CCCCC3)c(O)c2c1)c1cccnc1	59	8%	-6%	.	-2	-8	27%
CC(=O)Nc1ccc(C(=O)OCC(=O)Nc2ccc(N3CCOCC3)cc2)cc1	-18	-3%	6%	0%	-4	14	17%
Cc1cc(C)c(S(=O)(=O)N2CCN(CCN3C(=O)c4cccc5cccc(c45)C3=O)CC2)cc1[N+](=O)[O-]	.	-23%	?	6%	-5	-16	.
CCOC(=O)CSc1nc2ccccc2c(=O)n1CC1CCCC1	7	-18%	-4%	-6%	-1	21	36%[activator]
O=C(NN=C1CCCC1)c1ccc(O)cc1	0	-17%	-13%	-10%	30*	42*	3%
CC(C)NS(=O)(=O)c1ccc(OCC(=O)NCc2ccc3c(c2)OCO3)c(Cl)c1	38	-5%	?	0%	0	6	-4%

Sorted by SMILES length (smallest number first): some entries from above
SMILES	HCMV antiviral	AmpC no deterg	AmpC inh detg	Giardia FBPA inh	Cycloheximide cs	Shiga inhibitor	AMA1 RON2 block
Brc1ccc2[nH]c3c(c2c1)CCC3	-70*	-56%	10%	-7%	-1	5	?
COc1ccc(NC(=S)Nc2ccc3nccnc3c2)cc1	-7	-18%	-6%	?	31*	54*	-7%
O=S(=O)(/C=C/c1ccccc1)n1cnc2ccccc21	-4	-8%	?	-2%	-7	-3	-1%
COc1ccc(C(=O)COc2nc(C)cc(C)c2C#N)cc1	-64*	-21%	?	2%	-4	-3	-29%
CC(OC(=O)Cc1ccc(Cl)cc1)C(=O)NC1CCCCC1C (stereo not drawn)	-5	36%	-23%	.	.	.	-3%
C=CCNS(=O)(=O)c1cc(S(=O)(=O)NCC=C)c(OC)cc1OC	4	-16%	-17%	6%	1	-5	9%
COC(=O)c1ccccc1NC(=O)c1c(O)c2cccc3c2n(c1=O)CCC3	.	-1%	3%	8%	-7	-11	.
COc1ccc(N2CCN(c3ncnc4scc(-c5ccc(C)cc5)c34)CC2)cc1	-64*	17%	-9%	1%	-2	-3	11%
Cc1cc(C)c(C)c(S(=O)(=O)N2CCC(C(=O)NCc3ccco3)CC2)c1C	6	6%	-3%	.	.	.	-7%
O=C1N(CCCCN2C(=O)C3(OCCO3)c3ccccc32)c2ccccc2C12OCCO2	-5	136%[activator]	?	-7%	-3	-3	-4%
NC(=O)C1CCN(CC(=O)Nc2cccc(C(=O)Nc3cccc(C(F)(F)F)c3)c2)CC1	-33	20%	-7%	2%	-2	-10	-10%
Cc1cc(C)c(S(=O)(=O)N2CCN(CCN3C(=O)c4cccc5cccc(c45)C3=O)CC2)cc1[N+](=O)[O-]	.	-23%	?	6%	-5	-16	.

Next part
SMILES	HCMV antiviral	AmpC no deterg	AmpC inh detg	Giardia FBPA inh	Cycloheximide cs	Shiga inhibitor	AMA1 RON2 block
O=C(O)CSc1nc2ccccc2[nH]1	-21	-4%	-12%	3%	1	-4	-5%
Cc1cc(NC(=O)CS(=O)(=O)c2ccc(Cl)cc2)no1	-21	-17%	1%	.	8	-3	6%
COc1cccc(-n2c(=S)sc3c(=O)n(-c4ccccc4OC)c(=S)[nH]c32)c1	8	-30%	?	-30%	-5	-6	3%
Cc1c(NC(=O)c2cc(-c3cccc(Cl)c3)on2)c(=O)n(-c2ccccc2)n1C	-22&-29	-1%	-16%&21%	15%	-3	7	0%
O=C(O)c1nccnc1C(=O)NCCc1c[nH]c2ccccc12	14	-21%	-10%	-2%	1	-4	-7%
COC(=O)c1ccc(CNC(=O)[C@@H]2CCCN2S(=O)(=O)c2ccccc2F)cc1	0	-8%	.	.	.	.	15%
Cc1ccc(C(=O)N/C(=C/c2cccc([N+](=O)[O-])c2)C(=O)NC(C)C)cc1	-3	-16%	?	-3%	-2	-16	-8%
CCOC(=O)c1cn(CC(=O)Nc2ccccc2C(=O)OCC)nn1	14	-5%	-8%	-1%	-2	18	-17%
COc1ccc(S(=O)(=O)N2CCC(O)(c3ccc4c(c3)OCO4)CC2)cc1	8	-13%	-14%	13%	-2	16	-1%
c1ccc(-c2nc(-c3cccnc3)n[nH]2)cc1	102	-41%	-9%	0%	31*	17	.
Cc1ccccc1-n1cnnc1SCC(=O)N1CCN(c2ccccc2)CC1	13	53%	3%	-17%	-2	-5	2%
COc1ccc(COc2cccc3ccc(C)nc23)cc1F	-29	18%	0%	-6%	-5	22	-12%
O=C(NCc1cccs1)C1CCCN(S(=O)(=O)c2cccc3cccnc23)C1 (stereo not drawn)	4	-19%	-13%	1%	-7	-18	3%
Cc1ccc(NC(=O)CSc2nnc([C@@H]3CCCN3C(=O)OC(C)(C)C)o2)c(C)c1	39	58%	-17%	2%	-4	-10	4%
COc1ccc(C(=O)NCc2nnc(SCC(=O)N3CCCCCC3)o2)cc1OC	18	-10%	-1%	.	-2	-5	3%
Cc1cccc(-n2nnnc2SCC(=O)Nc2ccc(N3CCN(C)CC3)cc2)c1	-66*	7%	-2%	5%	-6	16	-11%
COc1ccc(C(=O)OCc2c(-c3ccccc3)ncc3ccccc23)cc1	10	1%	.	.	.	.	0%
Cc1ccc(N2CCN(C(=O)c3ccccc3NC(=O)C3CCCCC3C(=O)O)CC2)cc1 (stereo not drawn)	-38	-16%	-6%	4%	-3	-5	4%
Cc1cccc(C(=O)N/N=C/c2ccccn2)c1	-11	-43%	-5%	13%	25*	91*	80%[activator]
Cc1ccc(C)n1-c1nnc(N2CCC(C(=O)N3CCN(C)CC3)CC2)s1	-18	64%[activator]	-12%	13%	10	5	-18%
O=C(O)c1ccc(N2C(=O)c3cccc4c(C(=O)O)ccc(c34)C2=O)cc1	10	-48%	-9%	0%	-1	-8	?
COc1ccc(N(CC(=O)NC2CCCC2)C(=O)c2ccc(C)s2)cc1OC	-38	-1%	-10%	4%	-3	2	2%
Cn1nnc2cc(NC(=O)N3CC4(C)CC3CC(C)(C)C4)ccc21 (stereo not drawn)	-30	-12%	0%	?	-3	-13	-1%
Cc1csc(=O)n1CC(=O)OCC(=O)c1ccc(Br)cc1	-14	?	?	.	.	.	-10%
O=[N+]([O-])c1ccc(CN2CCCCCC2)cc1	13	-25%	-16%	?	-1	-4	-8%
SMILES	HCMV antiviral	AmpC no deterg	AmpC inh detg	Giardia FBPA inh	Cycloheximide cs	Shiga inhibitor	AMA1 RON2 block
O=C(NC1CSCC1OC(=O)c1ccccc1)c1ccccc1 (stereo not drawn)	-17	-23%	5%	0%	4	-5	-1%
CCc1ccc(N2C(=O)CN(Cc3ccc(OC)c(OC)c3)C2=S)cc1	?	55%	?	1%	-1	-12	-16%
CSCCC(NS(=O)(=O)c1cccs1)C(=O)NCc1cccs1 (stereo not drawn)	1	-15%	-4%	0%[12.9 µM]	18	7	4%
COC(=O)c1ccccc1NC(=O)N[C@@H](C)C(=O)OC	14	-14%	2%	3%	-1	-12	3%
COc1ccc([N+](=O)[O-])cc1NCC(=O)Nc1cc(S(=O)(=O)N2CCCCC2)ccc1C	-99*	-8%	2%	.	.	.	-4%
O=C(Cc1ccsc1)NNC(=O)c1ccc(F)cc1	15	-18%	0%	.	.	.	46%[activator]
CCCc1c(C(=O)OCC)[nH]c2c1C(=O)CCC2	-19	1%	?	-3%	-2	10	0%
S=C(NCC1CCCO1)N1CCN(Cc2ccccc2)CC1 (stereo not drawn)	48	3%	1%	?	7	6	-16%

Bioassay records: PubChem BioAssay, National Center for Advancing Translational Sciences (NCATS)
